# Screening data (PubChem BioAssay)
# CHRM5 antagonist = antagonists of human muscarinic M5 receptor (CHRM5); P08912; CHO-hM5 cells, Fluo-8 calcium fluorescence, ACh EC80; inhibition, % at 3 µM; actives 0.59% (n = 360,000); AID 624040;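 active = inhibition above a per-plate cutoff, the mean of that plate's test compounds plus 3 SD, cut at about 27% in these data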;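 also: 0% = acetylcholine EC80 with DMSO and 100% = DMSO without agonist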
# M4 PAM = potentiates acetylcholine response at human M4 receptor; P08173; CHO-K1 hM4/Gqi5, Fluo-8 calcium fluorescence, ACh EC20; 0% = ACh EC20, 100% = maximal ACh; activation, % at 3 µM; actives 0.4% (n = 360,000); AID 624126;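 active = activation above its plate's cutoff, the mean activation of sample wells plus 3 SD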; also: some results filed as inactive read as strong as hits
# Target sequence (P08173 whole entry, looked up): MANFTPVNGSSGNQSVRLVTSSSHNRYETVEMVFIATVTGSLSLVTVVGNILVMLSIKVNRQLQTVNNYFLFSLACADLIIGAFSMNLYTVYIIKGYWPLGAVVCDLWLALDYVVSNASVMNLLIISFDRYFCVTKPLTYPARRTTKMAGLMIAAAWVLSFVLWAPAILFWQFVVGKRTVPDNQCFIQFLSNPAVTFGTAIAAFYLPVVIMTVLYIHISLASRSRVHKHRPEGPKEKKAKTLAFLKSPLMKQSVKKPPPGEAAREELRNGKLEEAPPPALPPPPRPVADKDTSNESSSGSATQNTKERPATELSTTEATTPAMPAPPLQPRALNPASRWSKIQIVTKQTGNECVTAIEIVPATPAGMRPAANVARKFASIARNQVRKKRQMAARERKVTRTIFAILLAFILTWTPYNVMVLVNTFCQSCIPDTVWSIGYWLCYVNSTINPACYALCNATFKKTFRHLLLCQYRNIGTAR
# M4 antag = CHRM4 antagonism in calcium assay. AID 624125. inhibition, % at 3 µM. CHO-hM4 cells, ACh EC80, Fluo-8 calcium fluorescence. actives 0.73% (n = 360,000);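 active = inhibition above its plate's cutoff, the mean inhibition of sample wells plus 3 SD, cut at about 27% in these data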;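 also: 0% = acetylcholine EC80 with DMSO and 100% = DMSO without agonist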
# M5 PAM = CHRM5 positive allosteric modulation. P08912. CHO-K1 hM5, Fluo-8 calcium, ACh EC20 PAM; 0% = ACh EC20, 100% = ACh EC100. activation, % at 3 µM. actives 0.3% (n = 360,000). AID 624038;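 active = activation above the run cutoff, the mean activation of all test compounds plus 3 SD, cut at about 18% in these data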
#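 Measured by: Fluo-8 calcium fluorescence; material: human M5 receptor in CHO-K1 cells; schedule: Post-acetylcholine fluorescence recording 140 s; benchmarks: low control EC20 acetylcholine (0%), high control EC100 acetylcholine (100%); read-out: Max/basal fluorescence ratio as % of EC20–EC100 ACh window; compound: single dose, 3 µM nominal final test concentration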
# CHRM1 PAM = potentiates human M1 receptor response to acetylcholine | CHO-K1 hM1, Fluo-8 calcium fluorescence, ACh EC20; 0% = ACh EC20, 100% = maximal ACh | activation, % at 3 µM | actives 0.088% (n = 360,000) | AID 588819; in the data active = activation above about 19%, passing the limit was not always enough
# Target sequence (P11229 whole entry, looked up): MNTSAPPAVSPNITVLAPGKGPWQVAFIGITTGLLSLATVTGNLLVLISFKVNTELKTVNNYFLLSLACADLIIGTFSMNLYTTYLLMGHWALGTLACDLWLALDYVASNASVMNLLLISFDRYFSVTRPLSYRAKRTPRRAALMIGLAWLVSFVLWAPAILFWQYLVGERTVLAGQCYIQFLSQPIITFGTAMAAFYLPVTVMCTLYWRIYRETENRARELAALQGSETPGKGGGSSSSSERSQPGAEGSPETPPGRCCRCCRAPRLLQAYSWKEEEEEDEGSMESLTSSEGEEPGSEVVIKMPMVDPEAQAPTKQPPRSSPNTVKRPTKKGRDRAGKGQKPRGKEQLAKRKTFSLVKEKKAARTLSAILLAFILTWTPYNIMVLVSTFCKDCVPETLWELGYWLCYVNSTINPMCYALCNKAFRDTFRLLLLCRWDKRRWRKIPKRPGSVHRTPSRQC
# CRFR2-BP ag = agonists of human CRF-binding protein/CRF-R2 receptor complex. HEK293 CRF-R2/CRF-BP, calcium dye fluorescence (FLIPR); percent of saturating CRF peptide response. activation, % at 13.2 µM. actives 0.46% (n = 350,000). AID 588473;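 active = activation of at least 50%, plus an integration ratio under a set limit after plate pattern correction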;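 also: plate controls were neutral control wells without compound for no effect and CRF at EC100 for full effect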
# M5 ag = agonists of human muscarinic M5 receptor (CHRM5); actives 0.19% (n = 360,000); P08912; CHO-K1 hM5 cells, Fluo-8 calcium fluorescence; 0% DMSO wells, 100% maximal acetylcholine response; activation, % at 3 µM;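 active = activation above the run's mean over test compounds plus 3 SD, cut at about 23% in these data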;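 also: signal is peak over basal fluorescence ratio across the kinetic read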
# CHRM4 agonist = agonists of human muscarinic M4 receptor (CHRM4); actives 0.14% (n = 360,000); activation, % at 3 µM; AID 624127; CHO-K1 hM4/Gqi5, Fluo-8 calcium fluorescence; vehicle 0%, full acetylcholine response 100%; P08173;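 active = activation above the run mean over all test wells plus 3 SD, cut at about 32% in these data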;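 also: peak over basal fluorescence ratio per well then scaled between controls; 0% = DMSO wells and 100% = acetylcholine at EC100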
# M1 antag = antagonists of human M1 muscarinic receptor. P11229. CHO-K1 hM1, Fluo-8 calcium fluorescence, ACh EC80 antagonist. actives 1.3% (n = 360,000). inhibition, % at 3 µM;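 active = percent inhibition above its own plate's cutoff, namely the mean of that plate's compound wells plus 3 SD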;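 also: peak over basal fluorescence ratio during 140 s after agonist addition; 0% = ACh EC80 plus DMSO and 100% = DMSO alone without agonist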
# The depositor's hits bear a star; / = no result given.
(1) Cc1ccc(NC(=O)CSc2nc3ccccc3c(=O)n2CC2CCCO2)cc1 (centres undefined)
(2) COc1ccc(CCNS(=O)(=O)c2cccc([N+](=O)[O-])c2)cc1OC
(3) CCc1nc2ccc(C(=O)N3CCN(C(=O)c4ccco4)CC3)cn2c1N(C=O)Cc1ccc(OC)cc1
(4) CCCC(=O)Nc1nnc(SCC(=O)NCc2ccco2)s1
(5) Cc1cc(Br)cc2cn[nH]c12
(6) CCCC1=NCCn2cccc21
(7) Cc1ccccc1Nc1nc(N)nc(CSc2nnc(C)n2C)n1
(8) COc1ccc(N2CCN(C(=O)c3cccc(Cn4cc(Cl)cn4)c3)CC2)cc1
(9) Cc1cccc(/C=N/NC(=O)c2ccc(Br)cc2)c1
(10) CCOC(=O)c1ccc(NC(=O)CCSCCc2ccccn2)cc1
compound no.,1,2,3,4,5,6,7,8,9,10
CHRM1 PAM,-1,3,6,6,8,1,11,8,5,8
M5 PAM,-1,-5,4,-2,4,-8,2,2,-5,-1
M4 PAM,8,-7,-4,9,-4,1,3,1,-1,1
CHRM4 agonist,1,0,1,1,1,1,2,2,0,1
M1 antag,3,-2,-12,-9,-11,1,-14,-19,3,-9
CHRM5 antagonist,10,1,13,1,-1,5,9,-7,-1,1
M4 antag,2,9,1,-1,1,-5,-13,-1,8,-4
M5 ag,-2,-4,-3,-2,-1,-3,0,4,-3,1
CRFR2-BP ag,0.6,-1.8,/,1.1,-1.6,-0.2,1.9,-0.5,1.7,-0.4

(11) Cc1ccc2nc(Nc3ccc4[nH]c(=O)[nH]c4c3)c(-n3nc(C)cc3C)nc2c1
(12) Cc1ccccc1S(=O)(=O)NC1=NCCCCC1
(13) Cc1cccc(N2C(=O)CC(N3CCN(Cc4ccc(Cl)cc4)CC3)C2=O)c1 (centres undefined)
(14) O=c1c2ccccc2nnn1CSc1nnc2ccccn12
(15) CC(C)CCOC(=O)/C(=C/c1ccco1)NC(=O)/C=C/c1ccccc1
(16) CCC(CC)C(=O)Nc1cc(OC)c(OC)cc1C(=O)O
(17) O=C(Nc1ccccc1)Nc1c(F)cccc1F
(18) Cc1cc(C)c(CNC(=O)c2cc(C3CC3)nc3c2cnn3C(C)C)c(=O)[nH]1
(19) NC(=O)C[C@@H]1NC(=O)[C@H](CCC(=O)O)NC(=O)c2cc([N+](=O)[O-])cc(I)c2OCC[C@@H](C(N)=O)NC1=O
(20) Cc1ccc(C(=O)CC2(O)C(=O)N(Cc3ccccc3)c3ccccc32)o1 (centres undefined)
compound no.,11,12,13,14,15,16,17,18,19,20
CHRM1 PAM,15,2,-1,3,7,0,6,5,8,4
M5 PAM,9,-5,-10,1,1,3,0,2,-4,6
M4 PAM,12,3,-1,-2,0,10,9,14,10,3
CHRM4 agonist,2,1,0,0,-2,1,1,3,3,2
M1 antag,-11,-10,-2,-3,-10,5,-4,-5,-6,-3
CHRM5 antagonist,-7,6,2,1,-1,-8,-3,-6,4,-7
M4 antag,-7,-7,-11,-2,0,4,-2,-12,-1,6
M5 ag,3,-6,-6,1,-2,-6,-1,1,4,-8
CRFR2-BP ag,2.0,-1.2,-1.1,-0.2,0.3,1.1,38,-1.6,0.6,2.2

(21) CCOc1ccc(N(CC(=O)NC2CCC(C)CC2)S(=O)(=O)c2c(C)noc2C)cc1 (centres undefined)
(22) CCN(CC(O)COCc1ccc(Cl)cc1)C1CCCCC1 (centres undefined)
(23) COc1cccc(N(CC(=O)NC2CCCCC2)C(=O)CCCC(=O)Nc2ccccn2)c1
(24) O=C(NCc1ccccc1F)c1ccc2c(c1)OCCO2
(25) CCOc1cc(N2CCOCC2)c(OCC)cc1NC(=O)[C@H](C)N1C(=O)C2CC=CCC2C1=O (some centres undefined)
(26) O=C(O)C(c1ccccc1)N1C(=O)/C(=C\c2ccc(-c3cccc(Cl)c3)o2)SC1=S (centres undefined)
(27) Cc1ccc(S(=O)(=O)CCC(=O)NCc2ccc(Cl)cc2)cc1
(28) C=CCn1c(SCc2ccc(Br)cc2F)nc2cc(C(=O)O)ccc2c1=O
(29) Cc1ccc2c(C)ccc(O)c2n1
(30) COc1ccccc1NS(=O)(=O)c1ccc(C(=O)NCCCn2ccnc2)cc1
compound no.,21,22,23,24,25,26,27,28,29,30
CHRM1 PAM,14,2,5,1,1,6,11,5,4,-11
M5 PAM,-2,3,0,1,4,-2,3,0,-4,-8
M4 PAM,8,-7,0,-8,-7,4,1,-4,0,-4
CHRM4 agonist,0,1,0,0,1,2,1,1,0,0
M1 antag,-18,-7,-2,-5,9,-8,-6,1,-4,7
CHRM5 antagonist,18,3,11,-3,4,1,0,14,-1,8
M4 antag,-6,-3,-2,8,2,-5,-4,17,-1,2
M5 ag,-5,-2,-3,2,-1,-1,-4,1,1,2
CRFR2-BP ag,0.8,-0.7,-0.6,-1.6,-2.3,53*,0.5,0.1,0.1,-1.6

# For convenience, four of the compounds above:
(27) Cc1ccc(S(=O)(=O)CCC(=O)NCc2ccc(Cl)cc2)cc1
(28) C=CCn1c(SCc2ccc(Br)cc2F)nc2cc(C(=O)O)ccc2c1=O
(29) Cc1ccc2c(C)ccc(O)c2n1
(30) COc1ccccc1NS(=O)(=O)c1ccc(C(=O)NCCCn2ccnc2)cc1
compound no.,27,28,29,30
CHRM1 PAM,11,5,4,-11
M5 PAM,3,0,-4,-8
M4 PAM,1,-4,0,-4
CHRM4 agonist,1,1,0,0
M1 antag,-6,1,-4,7
CHRM5 antagonist,0,14,-1,8
M4 antag,-4,17,-1,2
M5 ag,-4,1,1,2
CRFR2-BP ag,0.5,0.1,0.1,-1.6

# Other entries.
(31) Cn1c(SCC(=O)c2ccc(O)c(O)c2)nnc1-c1ccccc1
(32) Cn1cc(Br)c(-c2cccc(NC(=O)CC(C)(C)CC(=O)O)c2)n1
(33) CC1(C)CC(=O)c2cnc(NC3CC3)nc2C1
(34) CC(=O)NS(=O)(=O)c1ccc(NC(=O)/C=C/c2cn(-c3ccccc3)nc2-c2ccccc2)cc1
(35) CCOCCCNC(=O)CCN1C(=O)c2ccccc2Sc2ncccc21
(36) Cc1[nH]nc(-c2cccnc2)c1N=NN(C)C
(37) CCN(C(=O)C1CCCN(c2ncnc3c2nc2n3CCCCC2)C1)c1cccc(Cl)c1 (centres undefined)
(38) COc1ccc(Cl)cc1NC(=O)CC1S/C(=N/N=C2CCCCCC2)NC1=O (centres undefined)
(39) Cc1c(C)c2c(OCC(=O)NCC3CCC(C(=O)O)CC3)cc3c(c2oc1=O)CCC(C)(C)O3 (centres undefined)
(40) Cc1ccc(NC(=O)CCN2CC(C)OC(C)C2)cc1C (centres undefined)
compound no.,31,32,33,34,35,36,37,38,39,40
CHRM1 PAM,6,6,7,-8,1,4,-7,7,6,2
M5 PAM,0,4,-6,-4,-6,3,-7,6,-7,7
M4 PAM,7,-4,-2,-2,-5,4,-8,6,0,-5
CHRM4 agonist,1,0,0,0,0,1,8,1,2,0
M1 antag,-10,-5,-1,11,-3,-9,3,-4,-4,-10
CHRM5 antagonist,7,4,13,10,13,9,8,-1,4,5
M4 antag,10,2,-7,6,1,-3,-6,-7,-17,8
M5 ag,1,-1,-2,-2,-2,1,-5,-1,2,3
CRFR2-BP ag,1.6,-2.7,3.0,-1.8,2.7,-1.4,-0.3,0.6,/,0.0

# CRFR2-BP ag, entries above that show a hit
(26) O=C(O)C(c1ccccc1)N1C(=O)/C(=C\c2ccc(-c3cccc(Cl)c3)o2)SC1=S (centres undefined)
compound no.,26
CHRM1 PAM,6
M5 PAM,-2
M4 PAM,4
CHRM4 agonist,2
M1 antag,-8
CHRM5 antagonist,1
M4 antag,-5
M5 ag,-1
CRFR2-BP ag,53*

# (more compounds)
(41) CCOC(=O)N1CCN(C(=O)CSc2nnc(COc3ccccc3)o2)CC1
(42) O=C(Nc1c(F)cccc1F)c1cnc(N2CCN(c3ccccn3)CC2)c2ccccc12
(43) c1ccc(CCNc2nc(-c3ccncc3)cs2)cc1
(44) COc1ccc(CCNC(=O)C(C)Sc2ccc(C)cc2)cc1OC (centres undefined)
(45) O=C(CCSc1nc(-c2ccco2)cc(C(F)(F)F)n1)NCC1CCCO1 (centres undefined)
(46) CCNC(=O)c1ccc2c(c1)C1C3CCC(C3)C1C(c1ccccc1)N2 (centres undefined)
(47) COc1ccc(CNc2nc(SCC(=O)NCc3ccco3)nc3ccccc23)cc1
(48) CCCCN(C)C(=O)C1CCC(CNS(=O)(=O)c2ccc3c(c2)CC(C)N3C(C)=O)CC1 (centres undefined)
(49) CCC1(c2ccc(F)cc2)NC(=O)N(CC(=O)N(CCC#N)c2ccccc2)C1=O (centres undefined)
(50) CCOC(=O)c1ccc(N2CCOCC2)c(NC(=O)c2ccc3c(c2)OCO3)c1
compound no.,41,42,43,44,45,46,47,48,49,50
CHRM1 PAM,4,-5,-1,13,3,3,-3,2,13,-2
M5 PAM,-1,-20,5,-2,2,-4,-3,1,-1,-1
M4 PAM,-2,-15,-7,-2,3,19,-9,-1,-2,-3
CHRM4 agonist,-1,19,7,0,3,1,2,8,2,0
M1 antag,-14,21,12,-15,9,-7,-9,1,-21,3
CHRM5 antagonist,0,14,8,-2,0,-5,-1,-9,9,3
M4 antag,1,4,4,10,1,-11,2,1,15,-6
M5 ag,1,0,-5,0,0,-3,-3,0,-1,-5
CRFR2-BP ag,-0.2,1.5,-1.8,-1.3,-0.8,1.6,-0.7,0.1,-0.2,-15

(51) Cc1ccc(Sc2ncccc2C(=O)NC2CCCCCC2)cc1C
(52) CC(NC(=O)c1ccc2c(c1)OCCO2)C(=O)O (centres undefined)
(53) CCCCCCCC(=O)N/N=C/c1cccnc1
(54) CC(=O)c1ccc(NC(=O)CCc2nnc3ccc(NCc4ccco4)nn23)cc1
(55) CCO[C@@H]1OC(C(=O)Nc2ccccc2)=C[C@H](C)[C@H]1CCCO
(56) C=CCn1c(SCC(=O)c2ccc(O)c(O)c2)nnc1-c1ccccc1OC
(57) CC1(C)Oc2ccc(NC(=O)c3ccco3)cc2O1
(58) N#Cc1cc2c(nc1SCC(=O)N1CCOCC1)CCCCC2
(59) CC(=O)c1cccc(NC(=O)C(C)OC(=O)CN2C(=O)NC(C)(C)C2=O)c1 (centres undefined)
compound no.,51,52,53,54,55,56,57,58,59
CHRM1 PAM,4,-4,-1,14,6,3,5,7,7
M5 PAM,5,-3,-2,-3,0,1,3,0,2
M4 PAM,4,-3,16,4,6,8,4,3,8
CHRM4 agonist,1,1,0,0,0,-1,1,0,1
M1 antag,-7,11,5,-3,-7,3,-6,-12,7
CHRM5 antagonist,-1,-2,4,7,4,6,0,-5,5
M4 antag,-1,3,-3,-6,-11,9,4,-10,-4
M5 ag,0,2,-1,-3,-5,2,-2,-1,1
CRFR2-BP ag,2.2,1.0,1.8,-1.5,-0.2,-1.0,-3.4,0.1,-0.4
